Assay outcomes (PubChem BioAssay)
ROMK primary = modulates human ROMK potassium channel activity | Tet-inducible ROMK, thallium flux fluorescence; actives lie on both sides | B-score at 10 µM | 130,000 compounds, 2% hits | AID 1918;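 active = signal ratio slope over the read window, or its plate-corrected B-score, at least 3 SD from the plate mean, either direction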;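 note: B-score of the F/F0 ratio slope over 7 to 12 s after thallium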
Target sequence (P48048 whole entry, looked up): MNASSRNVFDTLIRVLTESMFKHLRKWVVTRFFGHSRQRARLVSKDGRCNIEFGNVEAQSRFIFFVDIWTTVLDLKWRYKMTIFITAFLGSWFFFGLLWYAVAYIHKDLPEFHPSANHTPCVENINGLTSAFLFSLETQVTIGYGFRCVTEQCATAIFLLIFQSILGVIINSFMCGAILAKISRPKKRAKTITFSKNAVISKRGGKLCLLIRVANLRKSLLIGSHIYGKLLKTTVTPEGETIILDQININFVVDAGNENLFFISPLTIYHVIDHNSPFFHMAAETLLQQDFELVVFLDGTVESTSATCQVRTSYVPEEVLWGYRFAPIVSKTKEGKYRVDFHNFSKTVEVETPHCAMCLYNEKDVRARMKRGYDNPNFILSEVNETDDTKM
S1P3 antagonist = antagonists of human S1P3 receptor. Q99500. CHO S1P3 NFAT-BLA reporter, FRET fluorescence, antagonist mode. inhibition, % at 4.98 µM. 170,000 compounds, 0.27% hits. AID 485;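 active = inhibition above the plate cutoff, the mean inhibition of test wells on that plate plus 3 SD, cut at about 28% in these data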;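 note: cells challenged with S1P at its EC80 of 0.8 µM; blue over green emission ratio from cleaved BLA substrate after 4 h stimulation; 0% = S1P-stimulated wells and 100% = unstimulated DMSO-only wells; some compounds past the cut are filed as inactive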
Target sequence (Q99500 whole entry, looked up): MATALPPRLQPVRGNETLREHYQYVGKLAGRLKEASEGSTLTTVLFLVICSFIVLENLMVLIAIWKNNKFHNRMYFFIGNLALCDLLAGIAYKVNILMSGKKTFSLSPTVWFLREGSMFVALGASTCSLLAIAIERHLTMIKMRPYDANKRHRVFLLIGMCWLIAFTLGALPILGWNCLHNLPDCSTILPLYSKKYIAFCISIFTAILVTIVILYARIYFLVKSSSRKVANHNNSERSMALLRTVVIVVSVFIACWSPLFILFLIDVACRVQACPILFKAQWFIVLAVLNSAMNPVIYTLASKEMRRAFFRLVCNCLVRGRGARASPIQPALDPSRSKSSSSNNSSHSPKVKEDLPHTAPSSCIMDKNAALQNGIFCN
* marks the source's active call; other numbers are inactive results. This is a subset (hit frequency here may not be typical).

SMILES	ROMK primary	S1P3 antagonist
O=C(O)c1ccc(N/N=C/c2ccc(-c3cc(Cl)ccc3Cl)o2)cc1	0.92	-7
Cn1nc(-c2ccccc2)cc1NC(=O)CCCC(=O)O	-0.42	-1
COC(=O)C(=N/Nc1ccccc1C(=O)OC)/C(C)=N/O	0.89	-10
COc1ccccc1NC1=NC(CO)(CO)CS1	0.12	7
CC(=O)N1CCN(c2ccc(NC(=S)NC(=O)c3ccc(C)c([N+](=O)[O-])c3)cc2)CC1	0.85	-7
O=C(Cn1nc(-c2ccccc2)ccc1=O)NCCCN1CCOCC1	-0.7	9
N/C(=C\C(=O)c1cc(Cl)ccc1O)C(Cl)(Cl)Cl	-1.3	-15
COc1ccc(N(CC(=O)Nc2ccccc2C)S(=O)(=O)c2c(C)[nH]c(=O)[nH]c2=O)cc1	-0.97	4
Cc1ccc2cc(NC(=O)Cc3ccccc3)ccc2n1	0.72	10
NC(=O)c1sc2nnc(-c3ccccc3)c(-c3ccccc3)c2c1N	0.0057	-1
COc1ccc(Cl)cc1CSc1ncn[nH]1	0.052	-11
CCC(=O)N1CCN(c2ccnc3cc(Cl)ccc23)CC1	0.0079	1
CC1=NN(c2nc3ccccc3s2)C(O)(C(F)(F)F)C1 (stereo not given)	-0.14	6
COc1ccc(NC(=O)CSc2nc(N)c3cc4c(nc3n2)CC(C)(C)OC4)cc1	0.67	5
Cc1cc2oc(C(=O)Nc3ccc(S(=O)(=O)Nc4onc(C)c4C)cc3)cc(=O)c2cc1Cl	0.12	-11

Overlap with the part before: 2 entries; new compounds follow.
SMILES	ROMK primary	S1P3 antagonist
COc1ccc(NC(=O)CSc2nc(N)c3cc4c(nc3n2)CC(C)(C)OC4)cc1	0.67	5
Cc1cc2oc(C(=O)Nc3ccc(S(=O)(=O)Nc4onc(C)c4C)cc3)cc(=O)c2cc1Cl	0.12	-11
COc1cc2nc(CN3CCOCC3)n(CC(=O)NCC(F)(F)F)c(=O)c2cc1OC	-0.53	-11
COC(=O)c1cc(NC(=O)c2cc(-c3ccc(Cl)cc3)oc2C(F)(F)F)ccc1N1CCOCC1	0.41	11
Cc1ccccc1-n1c(=O)n(Cc2ccccc2)c(=O)c2[nH]cnc21	-0.0073	-4
O=C(CSc1nnc(Cc2ccsc2)o1)c1ccccc1	-0.73	1
CCSc1nc(C)c(C)c(=O)[nH]1	-0.26	-2
Cc1nccc(-c2sc(-c3cccs3)nc2C)n1	0.37	-3
O=c1nc(SCc2ccccc2Cl)nc(-c2ccc(Cl)cc2)[nH]1	0.47	-14
O=C(Cn1c(-c2ccccn2)nc2ccccc21)N/N=C/c1cccnc1	-0.79	16
COc1ccc(CN(Cc2cccn2C)S(=O)(=O)c2cccc(C(F)(F)F)c2)cc1	0.0095	10
O=S(=O)(Nc1nccs1)c1ccc(NCc2cc(Br)cc(Br)c2O)cc1	0.21	-4
COC(=O)C(C)Nc1cccc(Br)c1 (stereo not given)	0.76	-23
CC(C)NC(=O)CSc1nnc(CNC(=O)OC(C)(C)C)n1C	-0.63	15
Cc1cc(C)n(-c2ncc3c(n2)N(C)CCOC3=O)n1	0.76	11
CC1CC(C)CN(C(=O)C2CCCN(S(=O)(=O)c3cnc[nH]3)C2)C1 (stereo not given)	-0.35	10
O=C(NNC(=O)c1ccc(Oc2ccc(C3SCCS3)cc2)o1)c1ccc(Cl)cc1	-0.51	10
Cc1ccc(C)c(N(C)C(=O)c2cc3c(=O)[nH]c4ccc(C)cc4c3s2)c1	-0.64	1
CCOC(=O)N1CCC(NS(=O)(=O)c2ccc(C)cc2)CC1	0	10
Cc1nn(CCS(=O)(=O)c2ccc(Cl)cc2)c(C)c1Br	-0.63	11
O=S(=O)(CC(O)CS(=O)(=O)c1ccc(Cl)cc1)c1ccccc1 (stereo not given)	-0.049	5
CCOc1ccc2nc(N3C(=O)CNC3=S)sc2c1	-0.53	-12
Cc1ccc(Sc2ncccc2NC(=O)c2ccccc2Cl)cc1	-0.077	6
CC(=O)NCCc1nc2ccccc2n1CCOc1ccc(C)cc1	0.082	-10
NC(=O)c1ccccc1OC1CCC1	0.9	-6
CC(O)(c1ccccc1)C(c1ccccc1)C1CCCCN1 (stereo not given)	-0.55	2
CC(=O)N(c1ccc(C)cc1)c1nc(C)cc(C)c1C#N	0.2	-12
Cc1ccc(/C=C2\SC(=S)N(CC3CCCO3)C2=O)o1 (stereo not given)	-0.65	9
Cc1ccc(Nc2cc(C)c3ccc(O)cc3n2)cc1C	-0.0016	2
O=C(CN1CCN(Cc2ccc(Cl)cc2)CC1)N/N=C/c1cccs1	-1.4	-3
COc1ccc(Nc2nc3ccccc3c(=O)[nH]2)cc1	-0.86	-8
COc1ccc(CCNc2nc(-c3ccccn3)cs2)cc1OC	-0.039	5

Some of these compounds in order of SMILES length, ascending:
SMILES	ROMK primary	S1P3 antagonist
COc1ccc(CCNc2nc(-c3ccccn3)cs2)cc1OC	-0.039	5
CC(=O)N(c1ccc(C)cc1)c1nc(C)cc(C)c1C#N	0.2	-12
O=S(=O)(CC(O)CS(=O)(=O)c1ccc(Cl)cc1)c1ccccc1 (stereo not given)	-0.049	5

Continued.
SMILES	ROMK primary	S1P3 antagonist
Cc1cc(C(=O)N/N=C/c2ccncc2)c(C)o1	-0.07	8
COc1cccc(C(=O)NN2C(=S)N(c3ccccc3)C(=O)C2CC(N)=O)c1 (stereo not given)	0.54	0
CCCCn1cc2c(c1-c1cccc(C)c1)c(=O)n(C)c(=O)n2C	0.27	8
CSc1ccccc1NC(=O)CNCCCN1CCOCC1	-0.49	-12
COc1ccc(-n2c(SCC(=O)N/N=C/c3ccccc3OCC(=O)O)nc3ccccc3c2=O)cc1	-1	6
[O-]c1c[n+](-c2ccccc2)no1	-1.4	-15
CCC(CCC(=O)Nc1cccc([N+](=O)[O-])c1)C(=O)O (stereo not given)	0.58	1
NS(=O)(=O)c1ccc(NNC(=O)c2cccs2)cc1	-0.52	-1
Cc1cc(C)c2nc(C)cc(Nc3ccc(C(=O)NCCO)cc3)c2c1	0.33	-10
Cc1onc(-c2ccccc2)c1NC(=O)N(CCC#N)Cc1cccs1	-1	2
CC(=O)c1ccc(NC(=O)c2ccc(CNc3c(N4CCOCC4)c(=O)c3=O)cc2)cc1	-0.86	1
CCN(CC)C(=O)c1sc2nc(-c3cccs3)cc(-c3cccs3)c2c1N	-0.5	-7
O=C(CC1C(=O)NCCN1C(=O)Nc1ccc(F)cc1)Nc1cc(Cl)ccc1Cl (stereo not given)	0.37	8
COc1cccc(-c2nc(N3CCN(Cc4ccccc4)CC3)c3ccccc3n2)c1O	1.2	-6
O=C(O)CCC1(c2ccccc2)NC(=O)NC1=O (stereo not given)	1.6	-17
N#CC(C#N)=C1C(=O)N(CCN2CCCCC2)c2ccccc21	1.4	-22
COc1ccccc1-n1c(SCC(=O)Nc2ccc(Br)cc2)nc(O)cc1=O	-0.049	9
Cc1cc(C)c2c3c(oc2n1)C(=O)N(c1cccc(Cl)c1)CC(=O)N3	-0.011	5
O=C(O)c1cn(C2CCCCC2)c2ccccc2c1=O	-0.55	-17
CC(C)Cc1nnc(NC(=O)c2cc3c(s2)CCC3)s1	-0.83	12
C/C(CCC1CC(C)OC1=O)=N\NC(N)=S (stereo not given)	-0.16	-11
COc1ccc(N2C(=O)CC(Sc3n[nH]c(-c4ccccc4)n3)C2=O)cc1 (stereo not given)	1.1	14
COc1ccc(-c2cc(-c3cccnc3)c(C#N)c(N)n2)cc1	1.7	3
CN(C)c1ccc(/C=N/n2c(-c3ccccc3Br)n[nH]c2=S)cc1	-0.61	-16
Cc1cc(C)c2c(n1)sc1c(N3CCN(C)CC3)ncnc12	-0.3	5
COC(=O)c1sccc1NC(=O)CC1NCCNC1=O (stereo not given)	0.043	2
COC(=O)[C@@H](Cc1c[nH]c2ccccc12)NC(=O)c1cc(=O)[nH]c2ccccc12	-0.83	-22
O=C1NC(=S)N/C1=C\c1cccnc1	0.078	7
O=C(NNc1c(Cl)cccc1Cl)c1ccno1	-0.3	-1
O=C(Nc1ccc(F)cc1F)N1CCN(CCc2ccccc2)CC1	-1.3	12

Full records from above. Order of values: ROMK primary, S1P3 antagonist
Cc1cc(C)c2c(n1)sc1c(N3CCN(C)CC3)ncnc12 across the screens: -0.3, 5
O=C1NC(=S)N/C1=C\c1cccnc1 across the screens: 0.078, 7
C/C(CCC1CC(C)OC1=O)=N\NC(N)=S (stereo not given) across the screens: -0.16, -11
CN(C)c1ccc(/C=N/n2c(-c3ccccc3Br)n[nH]c2=S)cc1 across the screens: -0.61, -16
COc1ccccc1-n1c(SCC(=O)Nc2ccc(Br)cc2)nc(O)cc1=O across the screens: -0.049, 9

The listing continues.
SMILES	ROMK primary	S1P3 antagonist
CN1CCN(C2=NC(=O)/C(=C/c3ccccc3OS(=O)(=O)c3ccccc3)S2)CC1	-0.24	-10
O=C(N/N=C/c1cc([N+](=O)[O-])ccc1O)c1c[nH]c2ccccc12	-0.73	18
COc1cccc(Cn2c(=O)c3[nH]cnc3n(-c3ccccc3C)c2=O)c1	0.15	14
CN(C(=O)Nc1ccccc1)n1cnc2ccccc2c1=O	0.0044	-1
Cn1c(=O)c2[nH]c(SCC(=O)c3ccc(F)cc3)nc2n(C)c1=O	0	13
COc1cccc(C2=NN(C(=O)CCCC(=O)O)C(c3cccs3)C2)c1 (stereo not given)	-0.49	8
CC(=O)NNC(=O)CCn1c2c(c3ccccc31)CCCC2	0.48	10
c1ccc2c(Nc3nc(-c4ccncc4)nc4ccccc34)cccc2c1	0.018	1
NC(=O)N/N=C/c1cn(-c2ccccc2)nc1-c1cccnc1	-0.16	-17
CC(C)Nc1nc(Oc2ccc(=O)n(-c3ccccc3)n2)nc(N(C)C)n1	0.33	-12
Cc1c([N+](=O)[O-])c2ccc(O)cc2n1-c1ccccc1	0.41	-1
CC1=CC(C)(C)n2c(O)c(N=N)c3c(C)c(C)cc1c32	-0.58	-9
CS(=O)(=O)Nc1ccccc1NS(C)(=O)=O	0.96	-6
CC(=O)c1csc(COc2cc(Cl)cc(Cl)c2)n1	0.41	6
COc1cc(C(O)P(=O)(OCC(C)C)c2ccc(N(C)C)cc2)cc(OC)c1OC (stereo not given)	-0.06	6
CC(C)COc1ccc(C(=O)N/C(=C/c2cccc([N+](=O)[O-])c2)C(=O)O)cc1	1.1	0
O=C(NC1CCSC1)c1cccc(Cl)c1 (stereo not given)	0.84	-12
N#Cc1cnc2cc(-c3ccccc3)nn2c1N	0.98	-8
NC(=O)CNC(=O)c1cccc(Cl)c1	1.1	-6
O=C(O)CN1C(=O)c2ccc(Oc3ccc4c(c3)C(=O)N(CC(=O)O)C4=O)cc2C1=O	0.54	-1
COC(=O)c1sccc1S(=O)(=O)Nc1ccc(S(N)(=O)=O)cc1	0.18	0
CCOC(=O)c1cc(-c2cccs2)[nH]n1	1.1	-4
COc1ccc(CCNC(=S)Nc2ccc(C(C)C)cc2)cc1	-1.3	-2
Cc1onc(-c2c(Cl)cccc2Cl)c1NC(=O)NC1CCSC1 (stereo not given)	0.7	-2
Cc1cnc(NS(=O)(=O)c2ccccc2)c(Br)c1	0.077	-3
Cn1cc2ccc([N+](=O)[O-])cc2n1	0.29	2
CSc1n[nH]c(NC(=O)c2c(-c3c(Cl)cccc3Cl)noc2C)n1	-0.062	5
CC(C)Oc1ccc(C2CC(=O)N(Nc3ccc([N+](=O)[O-])cc3[N+](=O)[O-])C2=O)cc1 (stereo not given)	-0.86	1
CCN1CCN(C(c2cccs2)C(C)NC(=S)NC2CCCCC2)CC1 (stereo not given)	-1.8	2
Cc1cccc(C(=O)N/C(=C\c2ccc(C)o2)C(=O)O)c1	-0.46	4

Retrieved one by one from the entries so far, 2 records:
SMILES	ROMK primary	S1P3 antagonist
CSc1n[nH]c(NC(=O)c2c(-c3c(Cl)cccc3Cl)noc2C)n1	-0.062	5
Cc1cccc(C(=O)N/C(=C\c2ccc(C)o2)C(=O)O)c1	-0.46	4

Following part
SMILES	ROMK primary	S1P3 antagonist
Cc1nn2c(NCc3cccnc3)c3c(nc2c1-c1ccccc1)CCC3	0.0057	-8
CC(=O)NNC(=O)c1sc(=S)n(C)c1C	-0.39	3
O=C(Cn1cncn1)N/N=C/c1cc([N+](=O)[O-])ccc1O	-0.66	-4
COc1ccc(C(=O)CN2CCN(c3cc(C)nc4ccccc34)CC2)cc1	-0.6	-1
COc1ccc([C@H]2C(C#N)=C([S-])N[C@](C)(O)[C@@H]2[n+]2ccccc2)cc1	-0.023	2
CCCCCCCc1c(O)nc(SCC(=O)O)[nH]c1=O	1.1	4
C/C(=N/N1CCN(Cc2cccc3ccccc23)CC1)c1ccco1	-0.95	0
O=C(O)/C=C/C(=O)Nc1ccc(Oc2ncnc3cc(Cl)ccc23)nc1	-0.12	-1
CC(C)(C)OC(=O)N1CCC(CNC(=O)Nc2ccccc2)CC1	-0.77	3
Fc1ccc(-c2nc(-c3cccs3)no2)cc1	0.89	12
Cc1cc(C)cc(NC(=O)Nc2ccc(-n3ccc(C(F)(F)F)n3)cc2)c1	1.7	-5
CCCN(CCC)CC(O)COc1ccccc1C(=O)Nc1ccccc1 (stereo not given)	-3.4*	-10
COc1cc(/C=C(\NC(=O)c2ccccc2)C(=O)N2CC3CC(C2)c2cccc(=O)n2C3)cc(OC)c1OC (stereo not given)	0.038	-7
O=C(Nc1ccc(Cl)cc1)N1N=CCC1c1ccccc1 (stereo not given)	-3.1*	-1
COC(=O)Cc1[nH]c(=O)[nH]c1C(=O)OC	-0.06	-7
Cc1cccc(Oc2ccc(NC(=O)c3ccccc3C(=O)O)cc2)c1	0.23	-5
COc1ccc(NC(C)=O)cc1S(=O)(=O)N1CCN(C(=O)c2ccccc2F)CC1	0.55	-10
O=C(COc1ccc(S(=O)(=O)N2CCOCC2)cc1)N1CCc2ccccc2C1	-0.84	6
COc1ccccc1Nc1nc(N)nc(CN2CCN(Cc3ccc4c(c3)OCO4)CC2)n1	-0.0034	6
O=CN1CCN(C(=S)Nc2ccc(OC(F)F)cc2)CC1	-0.38	-12
